# Compound activity from PubChem BioAssay.
# TbREL1 inh – TbREL1 inhibition, primary screen; P86926; TbREL1 RNA ligation, FRET fluorescence; inhibition, % at 9.66 µM; 89,000 tested, 0.49% active;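 active = inhibition above the mean inhibition across all screened compounds plus 3 SD, cut at about 11% in these data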;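 also: 0% = plate median of test wells and 100% = NSC42067 control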
# Target sequence (P86926 whole entry, looked up): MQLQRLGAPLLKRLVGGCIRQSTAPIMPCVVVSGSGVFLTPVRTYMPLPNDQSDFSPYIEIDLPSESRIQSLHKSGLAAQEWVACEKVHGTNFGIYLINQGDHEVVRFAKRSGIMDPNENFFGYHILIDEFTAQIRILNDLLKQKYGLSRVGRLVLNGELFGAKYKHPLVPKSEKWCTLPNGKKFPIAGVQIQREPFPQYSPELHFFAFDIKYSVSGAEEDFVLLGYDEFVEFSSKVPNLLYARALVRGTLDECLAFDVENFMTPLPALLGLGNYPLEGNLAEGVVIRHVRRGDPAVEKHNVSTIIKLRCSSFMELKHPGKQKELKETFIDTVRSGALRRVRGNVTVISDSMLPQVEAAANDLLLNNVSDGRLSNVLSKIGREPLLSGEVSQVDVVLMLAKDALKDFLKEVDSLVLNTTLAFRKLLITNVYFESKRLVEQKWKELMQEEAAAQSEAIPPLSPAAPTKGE
# Numbers without * were called inactive. A portion of the library, so the mix of outcomes need not match the whole.
cpd	smiles	TbREL1 inh
1	O=C(O)C1=C[C@@H](c2ccccc2)C[C@@H](OCCCCO)O1	0
2	Cc1onc(-c2ccccc2Cl)c1C(=O)Nc1cnn(Cc2ccccc2)c1	0
3	COc1ccc(S(=O)(=O)N2CCCCC2)cc1NC(=O)CCC(=O)N1CCC(c2ccccc2)=N1	1
4	Cc1ccc(S(=O)(=O)N2CCN(CCO)CC2)cc1-c1nnc2c3ccccc3c(C)nn12	0
5	COc1ccc(/C=N/OCC(=O)N2CC3(C)CC2CC(C)(C)C3)cc1OC (configuration not stated)	-3
6	O=C(O)c1cccc(S(=O)(=O)Nc2ccccc2Cc2ccccc2)c1	0
7	CCN(CC)C(=O)[C@H]1CC(CC(=O)NCCC2=CCCCC2)C(=O)N2CCc3c([nH]c4ccc(OC)cc34)[C@]12C (some centres not stated)	-1
8	Cc1ccc(C(C)n2cc(C(=O)NCCN3CCN(C)CC3)nn2)cc1 (configuration not stated)	3
9	O=C(COC(=O)c1ccco1)NCCNC(=O)COC(=O)c1ccco1	0
10	CSc1ccccc1-c1nnc(-c2ccc(Cl)c(Cl)c2)o1	3
11	CCN1CCN(C(CNS(=O)(=O)c2ccc(Br)cc2)c2cccnc2)CC1 (configuration not stated)	2
12	CCOC(=O)N[C@@H](Cc1cccnc1)C(=O)N1CCC[C@H]1C(=O)NCCc1ccccc1Cl	7
13	O=C1CC(c2ccc3ccccc3c2)N=C2N(Cc3ccc4c(c3)OCO4)C/C(=C/c3ccccc3)N12 (configuration not stated)	-5
14	COc1cc(-n2c(C)nc3cc(C(=O)N4CCOCC4)ccc32)cc(OC)c1OC	5
15	C=CCSc1nc2c(c(=O)[nH]c(=O)n2C)n1CC	0

# (further entries)
cpd	smiles	TbREL1 inh
16	Cn1c(Cn2cnc([N+](=O)[O-])n2)nnc1SCC(=O)Nc1cccc(Cl)c1	1
17	CCC(CC)C(=O)Nc1cc(=O)n(C)c(=O)n1C	0
18	CCN(CC(=O)Nc1c(F)cccc1F)C(=O)CN1c2cccc3cccc(c23)S1(=O)=O	0
19	COc1ccc(Cl)cc1NC(=O)CN(C)C(=O)c1cc2c(s1)CCCC2	-2
20	COc1ccc(OC)c(NC(=O)C2CC(C)=C(C)CC2C(=O)O)c1 (configuration not stated)	-4
21	COc1ccc(NS(=O)(=O)c2ccc(C)c(C(=O)NNC(=O)c3ccccc3O)c2)cc1	2
22	Cc1ccc(CSc2nnnn2C)cc1	0
23	NC(=O)C1(N2CCCCC2)CCN(C(=O)c2ccc(C#CC3(O)CCCCC3)cc2)CC1	-2
24	CCn1cc(C(=O)NCc2cccc(F)c2)c(=O)c2cc(F)c(N3CCN(C(=O)c4ccco4)CC3)cc21	0
25	COc1ccc(NC(=O)NCCN2CCc3ccccc3C2)cc1	2
26	COC(=O)C1=C(C)N(C)C(=O)NC1c1cc(Cl)cc(Cl)c1OC (configuration not stated)	-2
27	c1coc(-c2cc(C3CCNCC3)[nH]n2)c1	6
28	Cc1ccc(NC(=O)CCSc2nnc3ccccn23)cc1	-5
29	COc1ccc(-c2oc3ccc(N4CCOCC4)cc3c2C#CC2(O)CCCCC2)cc1	-3
30	COC(=O)c1ccc2nc(-c3cccc(Cl)c3)c(Cc3ccsc3)n2c1	2

# (more compounds)
cpd	smiles	TbREL1 inh
31	COc1ccccc1Nc1ncnc2c1cnn2-c1cccc(C)c1	0
32	CCc1ccccc1NC(=O)c1ccc(S(=O)(=O)N2CCCC2)cc1	6
33	O=C(N/N=C/c1ccccn1)c1cc(Br)ccc1O	-4
34	O=C1C(Cl)=C(NCCCN2CCOCC2)C(=O)N1CCc1ccccc1	0
35	CCOC(=O)C1CCN(S(=O)(=O)c2ccc3c(c2)CCN3C(C)=O)CC1	0
36	CC1(c2nnc(Cc3ccccc3)o2)CC(c2cccnc2)=NO1 (configuration not stated)	-1
37	CO/N=C/c1ccc(Sc2ccccc2N)c([N+](=O)[O-])c1	4
38	O=[N+]([O-])c1cccc(-c2nnc(C34CC5CC(CC(C5)C3)C4)o2)c1	-1
39	COC(=O)C1=C(N)Oc2cc(C)[nH]c(=O)c2C1c1ccncc1 (configuration not stated)	9
40	O=C(C[C@H]1C/C=C\CC[C@H](Cc2ccc(F)cc2)C(=O)OCCNC1=O)NCCO	0
41	COc1cccc(-n2c(=O)c3ccccc3n3c(=S)[nH]nc23)c1	-7
42	O=C(OCC#CCSc1nnc(-c2ccc(Br)cc2)o1)c1ccco1	0
43	CN(C)S(=O)(=O)c1ccc(C(=O)OCC2CC2(Cl)Cl)cc1 (configuration not stated)	5
44	Oc1ccc(Cl)cc1CNCc1ccc(F)cc1	0
45	COc1cccc(C(=O)Nc2ccccc2F)c1	3

# More structures
cpd	smiles	TbREL1 inh
46	CCCCN(C)C(=O)CSc1nnc(-c2cccnc2)n1C1CCCCC1	-5
47	CCOC(=O)CN1C(=O)S/C(=C/c2ccc(OCc3ccc(C(=O)O)cc3)cc2)C1=O	0
48	COc1ccc(CNC(=O)C2CCCN(S(=O)(=O)c3ccc(F)cc3)C2)cc1 (configuration not stated)	-2
49	CCC1C(=NO)C(CC)C(c2ccccc2)NC1c1ccccc1 (configuration not stated)	4
50	CCCN1C(=O)/C(=C/c2ccc(C)s2)NC1=S	0
51	Cc1cccc(NC(=O)CN2NS(=O)(=O)c3ccccc3C2=O)c1	-2
52	CN(C)S(=O)(=O)c1ccc(N2CCCC2)c(C(=O)NNC(=O)c2ccc(F)cc2)c1	-1
53	Cc1ccc(-n2nnnc2SCC(=O)NNC(=O)c2ccc([N+](=O)[O-])cc2)cc1	1
54	COc1ccc(N(C(=O)Cn2nnc(-c3ccc(C)o3)n2)C(C(=O)NC2CCCC2)c2ccncc2)cc1 (configuration not stated)	-4
55	CNC(=O)N(O)C1N(/N=C/c2cccs2)C(=S)SC1(C)C (configuration not stated)	1
56	O=C(O)c1ccccc1CSC1=NCCS1	9
57	CC(C)(C)NC(=O)[C@H](c1cccnc1)N(C(=O)c1ccco1)c1ccc(C(C)(C)C)cc1	2
58	CN1C(C(=O)NCC2CC2)CC2Cn3c(nc4cc(Cl)c(Cl)cc43)C21 (configuration not stated)	0
59	CC(NC(=O)COC(=O)/C=C/c1ccc2c(c1)OCO2)c1ccccc1 (configuration not stated)	0
60	CC(C)c1ccc(N(CC(=O)NCc2ccco2)C(=O)CCC(=O)Nc2nccs2)cc1	4

# Some of these compounds in order of length of the SMILES, ascending.
cpd	smiles	TbREL1 inh
36	CC1(c2nnc(Cc3ccccc3)o2)CC(c2cccnc2)=NO1 (configuration not stated)	-1
46	CCCCN(C)C(=O)CSc1nnc(-c2cccnc2)n1C1CCCCC1	-5
9	O=C(COC(=O)c1ccco1)NCCNC(=O)COC(=O)c1ccco1	0

# Additional records follow:
cpd	smiles	TbREL1 inh
61	CCOC(=O)Cc1csc(NC(=O)CN2CCOCC2)n1	4
62	CC(Sc1ccc(S(=O)(=O)N2CCCC2)cn1)C(N)=O (configuration not stated)	1
63	CCCNC(=O)C(Cc1ccc(C(F)(F)F)cc1)NC(=O)c1ccc(C#N)cc1 (configuration not stated)	1
64	O=C(N/C=C/c1ccco1)Nc1cccc(Cl)c1	3
65	CCN=C1NC(c2ccc(F)cc2)C(C(=O)OC)=C(C)N1Cc1ccc(C(F)(F)F)cc1 (configuration not stated)	4
66	COc1ccc(N2CCN(c3ccc(NC(=O)C4CCCCC4)cc3C#N)CC2)cc1	0
67	O=C(/C=C/c1c(F)cccc1Cl)N1CCOCC1	-2
68	Cn1c(C(=O)OC(C(=O)NC2CCCC2)c2cccnc2)cc2sccc21 (configuration not stated)	-1
69	Oc1ccccc1-c1cc(-c2ccccc2)n[nH]1	2
70	COc1ccc2c(c1)C[C@@H](CON1C(C)(C)CCCC1(C)C)N2S(=O)(=O)c1ccc(C)cc1	-6
71	COc1ccc(C(=O)N2CCN(c3ccc(C(C)=O)cc3F)CC2)cc1S(=O)(=O)NC1CC1	0
72	Cc1cc(=O)n2nc(N3CCC(C(=O)N4CCN(C)CC4)CC3)sc2n1	1
73	CC(=O)c1cc(Cl)ccc1OCC(=O)NC1CCCC1	-2
74	CCOC(=O)C(Cc1ccc(O)c([N+](=O)[O-])c1)N1C(=O)c2ccccc2C1=O (configuration not stated)	-1
75	CCCN(C(=O)c1ccc([N+](=O)[O-])c(C)c1)c1c(N)n(Cc2ccccc2)c(=O)[nH]c1=O	4

# Screen by screen, from the results shown.
# Nos. 62–73 in TbREL1 inh: 1, 1, 3, 4, 0, -2, -1, 2, -6, 0, 1, -2

# Going on with the list.
cpd	smiles	TbREL1 inh
76	COc1ccc(C2=C(C=Nc3c(C)n(C)n(-c4ccccc4)c3=O)C(c3ccccc3C)c3ccccc3O2)cc1OC (configuration not stated)	-4
77	O=C(c1ccccc1)c1ccc(OCCCN2CCCC2)cc1	2
78	CC(=O)c1ccc(OCC(=O)Nc2ccc(N3CCCCC3)cc2)cc1	-6
79	CC(C)(O)C#Cc1ccc(C(=O)N2CCN(c3ccc(F)cc3)CC2)cc1	-1
80	OCC[C@@H]1C[C@@H](O)[C@H](O)[C@@]2(CCCCO2)O1	0
81	COC(=O)c1sc2ccccc2c1-n1cccc1C(=O)C(=O)Nc1ccc(Cl)cc1	3
82	O=C(COC(=O)CC1CCCC1)Nc1ccc(Cl)cc1	2
83	O=C(c1ccc2nc(N3CCCCC3)sc2c1)N1CCN(Cc2ccc3c(c2)OCO3)CC1	-3
84	O=C(O)CC(Cn1cnnn1)c1ccccc1 (configuration not stated)	0
85	O=C(c1ccccc1)c1cc[n+]([O-])cc1	1
86	CCCOc1ccc(NC(=O)CC2C(=O)N(CC)C(=S)N2CCNC(C)=O)cc1 (configuration not stated)	-2
87	CCOc1cc(C(=O)NC)cc(OCC)c1OCC	6
88	Cc1ccc2[nH]c(=O)c(CN(CCc3ccccc3)C(c3nnnn3Cc3ccco3)C(C)C)cc2c1 (configuration not stated)	-3
89	CC(NC(=O)C(=O)N1CCCCC1)C(c1cccs1)N1CCN(c2ccccc2F)CC1 (configuration not stated)	-1
90	C[C@H]1CN([C@@H](C)CO)C(=O)CCCn2nncc2CO[C@H]1CN(C)S(=O)(=O)c1ccc(Oc2ccccc2)nc1	-2

# In the list so far, these have two or more sulfur atoms.
cpd	smiles	TbREL1 inh
50	CCCN1C(=O)/C(=C/c2ccc(C)s2)NC1=S	0
55	CNC(=O)N(O)C1N(/N=C/c2cccs2)C(=S)SC1(C)C (configuration not stated)	1
56	O=C(O)c1ccccc1CSC1=NCCS1	9
62	CC(Sc1ccc(S(=O)(=O)N2CCCC2)cn1)C(N)=O (configuration not stated)	1

# Following part.
cpd	smiles	TbREL1 inh
91	Cc1[nH]c2ccccc2c1CC(=O)Nc1ccc(N(C)c2cccnc2)c(-c2ccc(F)c(F)c2)c1	-3
92	CC(=O)Nc1ccc(S(=O)(=O)N[C@@H](C)C(=O)Nc2ccc(N3CCOCC3)cc2)cc1	-6
93	C=CCc1cc(/C=N/n2cnnc2)cc(OCC)c1O	-1
94	COc1cc(C(C)=O)ccc1OCC(O)CN(CCO)Cc1ccccc1 (configuration not stated)	2
95	O=C(CN1C(=O)C2CC=CCC2C1=O)NCc1ccc2c(c1)OCO2 (configuration not stated)	7
96	CC(=O)c1nc(N2C(=O)CC(Cc3cc(C)cc(C)c3)C2=O)sc1C (configuration not stated)	-1
97	COc1ccc(C(C)=O)cc1Cn1c(C)c(C(=O)NCc2cccc(Cl)c2)sc1=O	4
98	Nc1ccc(Nc2nc(-c3cccs3)cs2)cc1	3
99	O=c1[nH]c2ccccc2c(O)c1Cc1ccccc1	-4
100	O=C(COC(=O)c1ccc(S(=O)(=O)N2CCCC2)cc1)Nc1ccc(N2CCOCC2)cc1	1
101	Nc1c(C(=O)Nc2ccccc2F)sc2nc(-c3ccco3)ccc12	4
102	CC(NC(=O)c1cccs1)c1ccc2c(c1)OCO2 (configuration not stated)	1
103	C/C(=N\Nc1nnc2c3ccccc3n(C)c2n1)c1ccc(C)o1	-1
104	CCN(CC)S(=O)(=O)c1ccc(C(=O)N2CCN=C2SC)cc1	1
105	Cc1ccc(C(=O)NCCNC(=O)c2cnccn2)cc1	3

# Next compounds:
cpd	smiles	TbREL1 inh
106	COCCN=c1scc(-c2ccco2)n1/N=C/c1ccc(O)c(O)c1O	9
107	COc1ccccc1Cc1c(-c2ccc(OC)c(OC)c2)nc2ccc(Br)cn12	1
108	C#CCOCCOCCOCCNc1nc(N2CCN(C(=O)[C@H]([C@@H](C)CC)n3cc(CCCCN)nn3)CC2)nc(N2CCN(C(=O)[C@H]([C@@H](C)CC)n3cc(CCCN=C(N)N)nn3)CC2)n1	11
109	Cc1csc(NC(=O)C2CCCN(S(=O)(=O)c3cnc[nH]3)C2)n1 (configuration not stated)	2
110	CC(=O)Nc1ccc(S(=O)(=O)N(Cc2cccnc2)Cc2cc3ccccc3[nH]c2=O)cc1	0
111	Cc1cccc(NC(=O)CSCC(=O)N2CCN(C(=O)c3ccco3)CC2)c1	-2
112	Nc1ccc(C(=O)N/N=C/c2cn(Cc3ccc(F)cc3)c3ccccc23)cc1	2
113	COC(=O)C1=C(C)Nc2ncnn2C1c1cccnc1 (configuration not stated)	4
114	Cc1cccc(NC(=O)CSc2ccc(-c3cccnc3)nn2)c1	-1
115	Cc1ccc(/C=C/C(=O)NCCc2c[nH]c3ccccc23)o1	0
116	Cc1ccccc1OCCOc1cccc(/C=N/NC(=O)Cc2nnc(N)s2)c1	-3
117	CCOc1ccc(S(=O)(=O)Nc2cc(C)ccn2)c2ccccc12	-4
118	CCn1c(Cc2cccs2)nnc1SCC(=O)Nc1ccc(Cl)cc1C	-1
119	CCOC(=O)N1CCN(C(=O)C[C@@H]2C(=O)N3CCCC4=C3[C@@]2(C(=O)OC)CCCC4)CC1	-2
120	CCn1c(=O)c([N+](=O)[O-])c(NCCCn2ccnc2)c2ccccc21	2

# Further entries follow:
cpd	smiles	TbREL1 inh
121	Cc1ccc(CNS(=O)(=O)c2ccc3c(c2)OCCO3)cc1	-2
122	Cc1cc(C)cc(NC(=O)COC(=O)CN=C2NS(=O)(=O)c3ccccc32)c1	-2
123	CCn1c(CC(=O)Nc2ccccc2F)nnc1SCC(=O)NC1CCCCC1	3
124	CN1CCCN(C(=O)C2CCN(c3ncnc4c3sc3cccc(F)c34)CC2)CC1	1
125	NC(=O)c1ccsc1NC(=O)COC(=O)COc1ccccc1[N+](=O)[O-]	8
126	COc1cc(NC(=S)NC(C)=O)ccc1NC(=O)C(C)C	9
127	Cc1ccc(S(=O)(=O)Nc2nc3ccccc3nc2N2CCN(c3ccccc3F)CC2)cc1	-1
